# PI4K2A block: inhibitors of human PI4K2A; purified PI4K2A, ADP-Glo luminescence, 1 h; hits give low values; Q9BTU6; 420,000 compounds, 0.13% hits; activity change, negative = inhibition, % at 76.9 µM; in the data active means activity change below about -50%; inconclusive means mostly about -30% to -49%;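 further: -100% = wells without enzyme as full effect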
#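 ADP-Glo luminescence measured ADP generated by PI4K2A enzyme (4 ug/mL before mixing) with 1.2 mM PI substrate (pre-mix) and 300 microM ATP (pre-mix). Tris pH7.5 buffer with MgCl2, Triton X-100; 1 h reaction at ambient temperature.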
# BAZ2B inh: BAZ2B (human) inhibition; Potency, µM (top dose mostly 114 µM), without a hit: at the highest dose activity change, negative = inhibition, actives largely listed as inhibitors; AID 504333; AlphaScreen BAZ2B-H3K14Ac peptide displacement; 360,000 compounds, 4.4% hits; Q9UIF8; further: potency means the concentration at half of the fitted maximal effect; on the % scale 0 is the no-effect control and ±100 the full control effect; nearly all actives have a fitted effect of over 60% in size
#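 BAZ2B 50 nM plus b-H3(5-23)K14Ac 50 nM, PBS pH 7.4/0.01% Tween-20, 30 min RT; compound added (max 110 uM), 30 min RT; streptavidin donor/Ni-chelate acceptor beads 10 ug/mL final, 20 min dark; AlphaScreen read.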
# Pol eta inh: DNA polymerase eta (human) inhibition | recombinant Pol eta, fluorescent DNA replication assay | Potency, µM (doses to about 114 µM), inactives show top-dose activity change, negative = inhibition, actives largely listed as inhibitors | 390,000 compounds, 1.2% hits | AID 588591; further: potency means the concentration at half of the fitted maximal effect; on the % scale 0 is the no-effect control and ±100 the full control effect
#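 Pol eta (10 nM) was preincubated with compounds for 15 min at room temperature, after which fluorescent replication substrate (50 nM final) was added to start the reaction. Fluorescence was read kinetically at 0 and 10 min.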
# Tb PGK inh: inhibitors of T. brucei phosphoglycerate kinase; PGK/GAPDH coupled, Kinase-Glo luminescence, 60 min; Potency, µM (top dose mostly 57.5 µM), without a hit: at the top dose activity change, negative = inhibition, hits mostly inhibitors; AID 602233; 380,000 compounds, 0.043% hits; P07378; further: potency means the concentration at half of the fitted maximal effect; on the % scale 0 is the no-effect control and ±100 the full control effect; nearly all actives have a fitted effect of over 60% in size
# Target sequence (P07378 whole entry, looked up): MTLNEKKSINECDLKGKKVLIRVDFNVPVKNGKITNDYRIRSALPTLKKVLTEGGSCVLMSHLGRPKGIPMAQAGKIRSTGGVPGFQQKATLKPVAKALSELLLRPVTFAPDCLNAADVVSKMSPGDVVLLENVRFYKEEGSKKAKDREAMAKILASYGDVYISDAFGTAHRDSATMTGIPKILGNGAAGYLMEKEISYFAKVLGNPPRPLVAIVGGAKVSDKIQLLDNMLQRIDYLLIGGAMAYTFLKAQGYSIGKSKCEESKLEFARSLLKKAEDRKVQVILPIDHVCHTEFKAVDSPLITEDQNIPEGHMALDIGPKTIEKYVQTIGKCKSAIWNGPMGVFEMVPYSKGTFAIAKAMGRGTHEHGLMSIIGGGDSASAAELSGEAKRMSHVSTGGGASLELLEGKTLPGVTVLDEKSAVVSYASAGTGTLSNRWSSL
#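 Recombinant glycosomal PGK reaction used 1,3-bisphosphoglycerate generated in-well by GAPDH (100nM final) in 100mM TEA pH 7.6, 5mM MgCl2, 0.01% Tween-20. After 60 minutes at room temperature, ATP was read by Kinase-Glo Plus luminescence end-point.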
# HP1b chromo inh: HP1-beta chromodomain-methylated histone interaction inhibition | P83916 | AlphaScreen HP1-beta / biotin-H3K9me3 peptide binding | Potency, µM (highest dose often 114 µM), without a hit: at the top dose activity change, negative = inhibition, actives largely listed as inhibitors | 390,000 compounds, 0.56% hits | AID 540317; further: potency means the concentration at half of the fitted maximal effect; nearly all actives have a fitted effect of over 70% in size; inactives centre near 23
#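 Compound inhibition of the preformed complex between 50 nM HP1-beta and 50 nM biotinylated H3K9me3 peptide was read by AlphaScreen. Buffer was PBS pH 7.4 with 0.01% Tween-20. Incubations ran 30 min at room temperature, with 10 ug/mL donor/acceptor beads.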
# G9a inh: G9a (human) methyltransferase inhibition | G9a H3K9 monomethylation, AlphaScreen, 2 h | Potency, µM (series often up to 102 µM), inactives show at the top dose activity, negative = inhibition, actives largely listed as inhibitors | 350,000 compounds, 8.8% hits | AID 504332; further: potency means the concentration at half of the fitted maximal effect; on the % scale 0 is the no-effect control and ±100 the full control effect; nearly all actives have a fitted effect of over 75% in size
#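 G9a (20 nM) was preincubated 15 min with compound, then reacted 2 h at room temperature with 500 nM biotin-H3K9 peptide and 20 µM SAM. Monomethyl-H3K9 detected by AlphaScreen using anti-H3K9me1 antibody.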
# JMJD2A Tudor inh: inhibitors of human JMJD2A Tudor domain; O75164; AlphaScreen JMJD2A-Tudor / H3K4me3 peptide binding; Potency, µM (top dose mostly 114 µM), without a hit: at the highest dose activity change, negative = inhibition, most hits filed as inhibitors; 390,000 compounds, 4.4% hits; further: potency means the concentration at half of the fitted maximal effect; on the % scale 0 is the no-effect control and ±100 the full control effect; nearly all actives have a fitted effect of over 50% in size
# GLS inhibitor: inhibitors of human glutaminase (GLS) | O94925 | GLS enzymatic activity, qHTS titration | Potency, µM (series often up to 45.5 µM), inactives show top-dose activity change, negative = inhibition, usual class: inhibitors | 410,000 compounds, 0.21% hits; further: potency means the concentration at half of the fitted maximal effect; on the % scale 0 is the no-effect control and ±100 the full control effect
# Target sequence (O94925 whole entry, looked up): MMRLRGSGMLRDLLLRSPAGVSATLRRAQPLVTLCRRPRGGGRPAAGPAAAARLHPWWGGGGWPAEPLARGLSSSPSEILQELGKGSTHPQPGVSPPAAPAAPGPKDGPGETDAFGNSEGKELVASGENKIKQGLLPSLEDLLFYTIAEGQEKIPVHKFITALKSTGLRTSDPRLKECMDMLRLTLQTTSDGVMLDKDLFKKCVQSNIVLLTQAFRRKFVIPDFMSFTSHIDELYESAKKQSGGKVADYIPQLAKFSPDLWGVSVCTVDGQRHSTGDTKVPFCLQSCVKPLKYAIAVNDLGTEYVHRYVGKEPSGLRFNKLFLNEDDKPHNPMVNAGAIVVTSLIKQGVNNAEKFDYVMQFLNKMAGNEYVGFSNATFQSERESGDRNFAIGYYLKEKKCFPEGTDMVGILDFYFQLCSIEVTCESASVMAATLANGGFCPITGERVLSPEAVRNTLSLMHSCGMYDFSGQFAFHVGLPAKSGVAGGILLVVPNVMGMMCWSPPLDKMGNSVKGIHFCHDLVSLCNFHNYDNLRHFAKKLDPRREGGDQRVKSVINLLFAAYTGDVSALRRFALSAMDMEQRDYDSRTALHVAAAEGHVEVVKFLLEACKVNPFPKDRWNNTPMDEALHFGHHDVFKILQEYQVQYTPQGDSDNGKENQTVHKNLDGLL
#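 Human kidney-isoform GLS in 45 mM KH2PO4 pH 8.2, 0.02% Tween-20, with compound, started with 1mM L-Glutamine (added stock). Glutamate oxidase/HRP/Amplex red coupled fluorescence read at start and after 30 min at RT.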
# Pin1 inhibitor: human Pin1 inhibition. Q13526. Pin1 FP peptide displacement, HiFluor488, 10 min. Potency, µM (series often up to 115 µM), without a hit: at the top dose activity, negative = inhibition, actives largely listed as inhibitors. 390,000 compounds, 0.009% hits; active means well fitted inhibition curve with a large enough effect in the polarisation, with a control signal flat, not every such curve was filed as active; inconclusive means small, poorly fitted or top-dose-only effect, or effect the other way, or a change in a side signal; inactive means no such curve, though single readings can be large or run the other way; the % refers to the polarisation; further: potency means the concentration at half of the fitted maximal effect; on the % scale 0 is the no-effect control and ±100 the full control effect
# Starred values were filed as active, the others as inactive; i = inactive; ? = inconclusive; nt = no result given; [ ] = remark or other dose. Unless noted, the call rests on the fitted dose curve; in most records, active means well fitted curve in the direction sought with a large enough effect; inconclusive means small, poorly fitted or top-dose-only effect, or another doubt; inactive means no such curve, though single readings can be large; an effect the other way counts as inactive or inconclusive. Some of the compounds tested (hit frequency here may not be typical).
Molecule,Pol eta inh,GLS inhibitor,JMJD2A Tudor inh,PI4K2A block,BAZ2B inh,HP1b chromo inh,G9a inh,Tb PGK inh,Pin1 inhibitor
COC(=O)c1sccc1NC(=S)N1CCC(C(N)=O)CC1,-11%,18%,-11%,0,nt,34%,-49%,-13%,-1%
CCc1cccc(CC)c1NC(=O)CN1C(=O)C(=O)c2ccccc21,4%,-1%,-5%,2,-3%,26%,-36%[59 µM],i,-13%
COc1ccccc1C(=O)Nc1nc2ccc(S(C)(=O)=O)cc2s1,-4%,-3%,7%,9,1%,33%,8%[59 µM],i,7%
O=C(OCc1ccccc1)C1CCCN1C(=O)c1cccs1 (centres undefined),-5%,8%,-8%,-6,3%,30%,4%,3%,-11%
CCOC(=O)CSC(CC)C(=O)Nc1nnc(CC)s1 (centres undefined),-10%,-12%,2%,-10,14%,19%,?,-2%,-8%
O=C(C1CC1(c1ccccc1)c1ccccc1)N1CCOCC1 (centres undefined),-14%,2%,-9%,4,11%,25%,-14%[2.33 µM],-5%,0%
CC(=O)N(Cc1ccco1)C1(C(=O)NC2CCCC2)CCCCC1,-5%,8%,-7%,1,?,23%,10%,-1%,-1%
CCCn1c(SCC(=O)Nc2ccc(F)c(Cl)c2)nc(O)cc1=O,3%,-8%,-14%,-6,nt,32%,nt,3%,14%
CCCn1c(SCC(=O)Nc2cc(S(=O)(=O)N3CCOCC3)ccc2Cl)n[nH]c1=O,-4%,17%,-4%,-1,-21%,30%,?,-3%,7%
Fc1ccc(-c2csc3nnc(SCc4cccnc4)n23)cc1,-2%,5%,-7%,-6,-6%,30%,25%[59 µM],-7%,3%
CC(C)n1nnnc1SCC(=O)N(C)C1CCS(=O)(=O)C1 (centres undefined),-15%,-5%,-1%,-9,nt,20%,nt,-7%,-12%
CCc1cccc(NC(=O)c2ccc3c(=O)n4nc(Nc5ccccc5OC)sc4nc3c2)c1,-2%,-12%,-6%,-3,-19%,20%,-25%[59 µM],-3%,0%
CN(c1ccccc1)S(=O)(=O)c1ccc(C(=O)N2CCCC(C(F)(F)F)C2)cc1 (centres undefined),-9%,3%,-4%,-7,4%,32%,nt,-2%,-4%
Cc1cc(NC(=O)CN2CCc3ccccc3C2)nc2c1c(=O)oc1ccccc12,-2%,?,-22%,-10,-5%,39%[activator],28µM*,-3%,27%
CC(C)c1nnc(NC(=O)CSc2nc3ccccc3s2)s1,2%,-1%,-26%,-2,5%,11%,-4%,-5%,11%
COc1cccc(/C=N/NC(=O)c2c(C)nc3ccc(Br)cn23)c1,-10%,-1%,-11%,8,-24%,31%,41%,-3%,1%
COc1ccc(CNS(=O)(=O)c2ccc3c(c2)N(C(C)=O)CC(C)S3)cc1 (centres undefined),-15%,-6%,-23%,4,-9%,40%[activator],6%[0.501 µM],9%,-12%
Cc1ccc(C(=O)Nc2ccc(N3CCOCC3)cc2)cc1S(=O)(=O)N1CCCCC1,-15%,18%,-34%,6,-37%,10%,14%[2.33 µM],5%,0%
COCCNC(=O)c1c(N)n(CCC2=CCCCC2)c2nc3ccccc3nc12,-26%,1%,64%[activator],-1,32%[activator],177%[activator],-17%[59 µM],-4%,-4%
CCOC(=O)c1c(NC(=O)CSc2nnc(C)c(=O)[nH]2)sc(C)c1-c1ccc(C)cc1,-26%,-5%,-34%,-6,-22%,7%,-12%[12.7 µM],-10%,nt
CCS(=O)(=O)c1ccc2c(c1)N(S(C)(=O)=O)CC(C(=O)NN)O2 (centres undefined),-17%,-7%,-2%,5,-16%,44%[activator],6%,i,2%
O=C(NCc1cccnc1)c1cc(-c2cccs2)on1,1%,-1%,-17%,5,6%,34%,-4%[59 µM],-7%,-5%
Cc1ccc(N(CC(=O)NN=C2CCN(C)CC2)S(=O)(=O)c2ccc(C)cc2)cc1,-20%,-1%,3%,3,nt,46%[activator],-35%,2%,0%
Cc1ccc(N2C(=O)CC(c3c[nH]c4ccccc34)C2=O)cc1 (centres undefined),-12%,11%,-27%,4,0%,-17%,-6%,-4%,0%
CCCCN1C(=O)C(C(=O)OCc2ccccc2)CC2=C1CCCC2=O (centres undefined),-2%,3%,-13%,0,nt,28%,nt,-8%,-2%
CCc1ccc(N2CC(C(=O)NNC(=O)c3ccc(F)cc3)CC2=O)cc1 (centres undefined),-13%,-9%,8%,-3,-14%,41%[activator],-32%,-6%,3%
COc1cccc(N=c2oc3ccccc3cc2-c2nc3ccccc3[nH]2)c1,-1%,-11%,32µM*,-13,-33%,7%,-4%[12.7 µM],-2%,-2%
Cc1cc(=O)oc2c3c(cc(OCC(=O)NC4CC4)c12)OC(C)(C)CC3,-6%,0%,-20%,5,-8%,7%,24%,0%,0%
COCCN=C1NN=C(c2ccc(C)c([N+](=O)[O-])c2)CS1,-8%,25%,?,-7,-29%,12%,10µM*,-8%,6%
CC1CCC(NC(=O)CC(C)(C)Cc2nc3ccccc3c(=O)[nH]2)CC1 (centres undefined),-8%,-7%,-10%,-2,-2%,31%[activator],4%,-8%[11.5 µM],-9%

# Printed as active in JMJD2A Tudor inh, of those listed so far:
Molecule,Pol eta inh,GLS inhibitor,JMJD2A Tudor inh,PI4K2A block,BAZ2B inh,HP1b chromo inh,G9a inh,Tb PGK inh,Pin1 inhibitor
COc1cccc(N=c2oc3ccccc3cc2-c2nc3ccccc3[nH]2)c1,-1%,-11%,32µM*,-13,-33%,7%,-4%[12.7 µM],-2%,-2%

# Remaining list, next part.
Molecule,Pol eta inh,GLS inhibitor,JMJD2A Tudor inh,PI4K2A block,BAZ2B inh,HP1b chromo inh,G9a inh,Tb PGK inh,Pin1 inhibitor
CC(C)CC1C(=O)N(Cc2cn(CCC3OCCO3)nn2)CCS(=O)(=O)N1Cc1ccc(-c2cccc(CO)c2)cc1 (centres undefined),0%,5%,nt,-11,nt,nt,nt,1%,nt
CCN(CC)CCN(C)Cc1nc(C(c2ccccc2)c2ccccc2)no1,-13%,1%,-13%,-1,14%,19%,nt,2%,2%
CCc1noc(C)c1C(=O)Nc1ccc(C#N)cc1,-16%,-10%,-4%,-1,9%,40%[activator],25%[2.33 µM],-1%,1%
CCNc1ccc(C(=O)O)cc1N,-3%,9%,-9%,3,-34%,21%,?,12%,?
CC(C)(C)c1ccc(-c2nc(C#N)c(N3CCC(C(N)=O)CC3)o2)cc1,-6%,-4%,?,3,?,?,?,-4%,2%
COc1ccc(C(=O)c2coc3ccc(O)cc23)cc1,-9%,11%,-11%,-4,2%,22%,11%,nt,1%
CCOC(=O)Cc1csc(NC(=O)c2cccc(Cl)c2)n1,-15%,-3%,1%,2,nt,27%,nt,1%,8%
O=C(NCCC1=CCCCC1)C1CCN(Cc2cnn(-c3ccccc3)c2-n2cccc2)CC1,-19%,-2%,-34%,17,-33%,4%,?,i,-1%
O=C(NCCCl)Nc1ncn[nH]1,-10%,-11%,-6%,-3,nt,27%,nt,-6%,-15%
CCCCNC(=O)NS(=O)(=O)c1ccc(NS(=O)(=O)c2ccccc2)cc1,-19%,6%,-8%,-1,-4%,38%,-2%,6%,1%
Cn1cc(P(=O)(N2CCOCC2)N2CCOCC2)cc1P(=S)(N1CCOCC1)N1CCOCC1,6%,-1%,-12%,-3,1%,2%,40µM*,i,-22%
O=C(NCc1cccnc1)c1ccc(S(=O)(=O)N2CCCCCC2)cc1,-9%,4%,-11%,3,-2%,2%,-2%,-8%,-1%
CN(C)c1ccc(C(=O)c2ccccc2C(=O)O)c(O)c1,-11%,23%,-1%,7,-39%,78%[activator],?,6%,-11%
O=C(CN1CCc2cc3c(cc2C1)OCCCO3)Nc1cccc(Br)c1,-12%,-2%,-5%,-4,-28%,48%[activator],30%,i,23%
Cc1ccc(C)c(N2CCN(c3nc4ccccc4n4nnnc34)CC2)c1,nt,-1%,32%[activator],2,0%,70%[activator],83%[activator][59 µM],nt,?
Cc1ccsc1/C=C/C(=O)O,-20%,7%,-4%,2,nt,20%,0%,-10%,-10%

# Laid out differently: entries from further up.
compound: CCOC(=O)Cc1csc(NC(=O)c2cccc(Cl)c2)n1
  Pol eta inh: -15%
  GLS inhibitor: -3%
  JMJD2A Tudor inh: 1%
  PI4K2A block: 2
  BAZ2B inh: nt
  HP1b chromo inh: 27%
  G9a inh: nt
  Tb PGK inh: 1%
  Pin1 inhibitor: 8%

compound: O=C(NCCC1=CCCCC1)C1CCN(Cc2cnn(-c3ccccc3)c2-n2cccc2)CC1
  Pol eta inh: -19%
  GLS inhibitor: -2%
  JMJD2A Tudor inh: -34%
  PI4K2A block: 17
  BAZ2B inh: -33%
  HP1b chromo inh: 4%
  G9a inh: ?
  Tb PGK inh: i
  Pin1 inhibitor: -1%

compound: O=C(NCCCl)Nc1ncn[nH]1
  Pol eta inh: -10%
  GLS inhibitor: -11%
  JMJD2A Tudor inh: -6%
  PI4K2A block: -3
  BAZ2B inh: nt
  HP1b chromo inh: 27%
  G9a inh: nt
  Tb PGK inh: -6%
  Pin1 inhibitor: -15%

compound: CCCCNC(=O)NS(=O)(=O)c1ccc(NS(=O)(=O)c2ccccc2)cc1
  Pol eta inh: -19%
  GLS inhibitor: 6%
  JMJD2A Tudor inh: -8%
  PI4K2A block: -1
  BAZ2B inh: -4%
  HP1b chromo inh: 38%
  G9a inh: -2%
  Tb PGK inh: 6%
  Pin1 inhibitor: 1%

# Compound activity from PubChem.
